Screening results deposited in PubChem by National Center for Advancing Translational Sciences (NCATS).
TR SRC2 fluor cs: Total Fluorescence Counterscreen for Inhibitors of the Interaction of Thyroid Hormone Receptor and Steroid Receptor Coregulator 2; TRb/SRC2 Texas Red total fluorescence interference; Potency, µM (titrated, usually from 106 µM), inactives show at the top dose fluorescence change, negative = quenching; 280,000 tested, 0.29% active; AID 1479, 2009; active = well fitted curve in either direction with a large enough effect; inconclusive = small, poorly fitted or top-dose-only effect; also: % is scaled to controls: 0 for no effect and ±100 for the full control effect
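Human TRβ ligand-binding domain (0.6 uM) and Texas Red SRC2 peptide (20 nM) in Tris buffer with 1 uM T3 and 5% DMSO were incubated with pinned compound for 5 hr at ambient temperature. Total fluorescence was computed as S + 2P (555/632 nm).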
RECQ1 inh: qHTS Assay for Inhibitors of RecQ-Like Dna Helicase 1 (RECQ1); ATP-dependent DNA helicase Q1 (Homo sapiens), P46063; RECQ1 DNA unwinding, red fluorescence kinetic read; Potency, µM (doses to about 57.3 µM), inactives show at the highest dose activity, negative = inhibition, usual class: inhibitors; 240,000 tested, 0.54% active;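 also: plate controls were vehicle for no effect and no enzyme for full effect; nearly all actives have a fitted effect of over 30% in size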
Target sequence (P46063 whole entry, looked up): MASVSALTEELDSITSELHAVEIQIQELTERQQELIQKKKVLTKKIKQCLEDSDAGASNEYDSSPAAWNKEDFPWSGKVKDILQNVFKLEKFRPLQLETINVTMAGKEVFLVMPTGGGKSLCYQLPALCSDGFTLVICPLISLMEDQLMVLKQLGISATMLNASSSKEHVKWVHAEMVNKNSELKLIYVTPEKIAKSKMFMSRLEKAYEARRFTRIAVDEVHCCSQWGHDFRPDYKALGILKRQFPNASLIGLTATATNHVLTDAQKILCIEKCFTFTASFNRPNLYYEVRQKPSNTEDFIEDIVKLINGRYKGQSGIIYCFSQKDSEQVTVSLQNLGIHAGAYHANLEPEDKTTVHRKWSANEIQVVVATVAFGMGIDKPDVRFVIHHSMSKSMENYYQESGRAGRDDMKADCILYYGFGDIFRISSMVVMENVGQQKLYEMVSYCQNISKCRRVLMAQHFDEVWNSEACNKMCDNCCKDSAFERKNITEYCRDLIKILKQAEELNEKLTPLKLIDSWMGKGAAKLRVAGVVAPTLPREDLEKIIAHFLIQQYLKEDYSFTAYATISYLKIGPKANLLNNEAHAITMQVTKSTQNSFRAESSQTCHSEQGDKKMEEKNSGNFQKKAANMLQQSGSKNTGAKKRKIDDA
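RECQ1T1 50 nM; forked duplex (20 bp + 30-nt ss tails) 200 nM, ATP 2 mM final; pH 8.0, 2 mM MgCl2, 2.5 ug/ml poly(dI-dC); 15 min compound preincubation; discontinuous kinetic read over 2 h at RT.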
L3MBTL1 block: qHTS Assay for the Inhibitors of L3MBTL1; Potency, µM (titrated, usually from 57.1 µM), for inactives: at the highest dose activity, negative = inhibition, hits mostly inhibitors; 230,000 tested, 0.66% active; Lethal(3)malignant brain tumor-like protein 1 (Homo sapiens), Q9Y468; AlphaScreen L3MBTL1–H3K9me1 peptide binding; also: % is scaled to controls: 0 for no effect and ±100 for the full control effect; nearly all actives have a fitted effect of over 60% in size
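AlphaScreen proximity signal between nickel-chelate acceptor and streptavidin donor beads (final 10 ug/mL) reports binding of 50 nM L3MBTL1 to 75 nM biotin-H3 K9me1 peptide; complex incubated with compounds 30 min at room temperature; cefsulodin titration as control.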
TRb-SRC2 inh: qHTS for Inhibitors of the Interaction of Thyroid Hormone Receptor and Steroid Receptor Coregulator 2; Thyroid hormone receptor beta (Homo sapiens), P10828; TRbeta-SRC2 peptide binding, fluorescence polarization; receptor liganded with 1 µM T3; Potency, µM (series often up to 106 µM), without a hit: at the highest dose activity change, negative = inhibition, usual class: inhibitors; 280,000 tested, 0.065% active;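 also: plate controls were bound peptide for no effect and peptide without receptor for full effect; nearly all actives have a fitted effect of over 50% in size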
Target sequence (P10828 whole entry, looked up): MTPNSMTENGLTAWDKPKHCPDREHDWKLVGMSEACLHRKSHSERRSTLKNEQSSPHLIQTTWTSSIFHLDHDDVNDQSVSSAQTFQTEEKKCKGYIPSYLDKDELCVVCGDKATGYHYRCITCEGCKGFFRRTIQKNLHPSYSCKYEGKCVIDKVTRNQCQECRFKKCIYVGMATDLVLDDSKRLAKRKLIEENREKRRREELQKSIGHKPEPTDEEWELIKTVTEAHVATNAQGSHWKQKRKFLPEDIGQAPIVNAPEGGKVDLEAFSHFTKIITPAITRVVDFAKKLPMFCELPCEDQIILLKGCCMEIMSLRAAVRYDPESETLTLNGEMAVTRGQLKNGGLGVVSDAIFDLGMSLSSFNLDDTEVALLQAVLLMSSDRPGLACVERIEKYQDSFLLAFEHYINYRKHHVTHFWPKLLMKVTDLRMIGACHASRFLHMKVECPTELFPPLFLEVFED
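Read-out is fluorescence polarization (555 nm excitation, 632 nm emission) of a Texas Red SRC2 coactivator peptide; loss of signal reflects blocked binding to human TRb ligand-binding domain in the presence of 1 uM T3.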
Tau fluor cs: Counterscreen qHTS for Inhibitors of Tau Fibril Formation, Fluorescence Polarization; tau K18 P301L Alexa594 fluorescence, heparin fibrillization; Potency, µM (doses to about 57.7 µM), without a hit: at the highest dose activity change, negative = decrease; 280,000 tested, 0.93% active; also: % is scaled to controls: 0 for no effect and ±100 for the full control effect; nearly all actives have a fitted effect of over 55% in size
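Human K18 P301L tau (15 uM unlabeled plus 0.24 uM Alexa 594-labeled, final) in 100 mM sodium acetate pH 7 was mixed with compound and 20 uM heparin and incubated 6 hr at 37 C.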
HTT cytoprotect: qHTS Multiplex Assay to Identify Dual Action Probes in a Cell Model of Huntington: Cytoprotection (ATP) | 230,000 tested, 0.14% active | AID 1471, 2008 | Potency, µM (series often up to 56.4 µM), inactives show cytoprotection (ATP increase), hits mostly activators | PC12 HTT-Q103 induced, cytoprotection, ATP luminescence, 40 h;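 also: % of control where 0% means no effect; nearly all actives have a fitted effect of over 45% in size; toxic huntingtin expression switched on by the ecdysone agonist tebufenozide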
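PC12 cells stably carrying ecdysone-inducible Htt exon 1 (Q103)–GFP were induced with 100 nM tebufenozide (final) alongside library compounds in a dose series. Cytoprotection was scored as retained ATP by ATPlite luminescence.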
Tau FP inhib: qHTS for Inhibitors of Tau Fibril Formation, Fluorescence Polarization. Microtubule-associated protein tau (Homo sapiens), P10636. K18 P301L tau heparin fibrillization, Alexa594 FP, 6 h. 280,000 tested, 0.39% active. Potency, µM (titrated, usually from 57.7 µM), inactives show at the highest dose activity, negative = inhibition, usual class: inhibitors. AID 1468, 2008; also: % is scaled to controls: 0 for no effect and ±100 for the full control effect; nearly all actives have a fitted effect of over 55% in size
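Quantitative HTS format: compounds meet 15 uM recombinant K18 P301L tau and Alexa 594-tau tracer in 100 mM sodium acetate pH 7; 20 uM heparin triggers fibrillization at 37 C over 6 hr; FP gives the signal.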
Tau ThT inhib: qHTS for Inhibitors of Tau Fibril Formation, Thioflavin T Binding | Microtubule-associated protein tau (Homo sapiens), P10636 | recombinant tau K18 P301L, heparin-induced fibrillization, ThT fluorescence | Potency, µM (series often up to 57.4 µM), without a hit: at the top dose activity, negative = inhibition, most hits filed as inhibitors | 270,000 tested, 2.1% active | AID 1460, 2008; also: % is scaled to controls: 0 for no effect and ±100 for the full control effect; nearly all actives have a fitted effect of over 55% in size
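Fibril formation assay: tau K18 P301L at 15 uM with trace Alexa 594 label, heparin inducer 20 uM, pH 7 sodium acetate buffer, 37 C for 6 hr; endpoint ThT signal.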
The depositor's hits bear a star; [ ] = dose if it differs, or a comment. Unless noted, calls follow the shape of the dose curve; as a rule, active = well fitted curve in the direction sought with a large enough effect; inconclusive = small, poorly fitted or top-dose-only effect, or another doubt; inactive = no such curve, though single readings can be large; an effect the other way counts as inactive or inconclusive. Potency is read from the fitted curve at half-maximal effect. The list is partial, so the mix of outcomes need not match the whole.

For COCCn1ccc2c(OCC(=O)Nc3cccc(OC)c3)cccc2c1=O the results were TR SRC2 fluor cs 0%, TRb-SRC2 inh -4%, Tau fluor cs -2%, Tau FP inhib -11% and Tau ThT inhib -9%.
C=CCSc1nnc(NC(=O)c2cccc(S(=O)(=O)N(C)c3ccccc3)c2)s1 was read as TR SRC2 fluor cs 0%, RECQ1 inh -9%, L3MBTL1 block -3%, TRb-SRC2 inh 1%, Tau fluor cs -19%, HTT cytoprotect -18%[0.074 µM], Tau FP inhib inconclusive and Tau ThT inhib 0%.
For O=C(Nc1ccccc1)c1cnc(N2CCCCC2)c2ccccc12 the results were TR SRC2 fluor cs 0%, TRb-SRC2 inh -9%, Tau fluor cs -19%, Tau FP inhib -4% and Tau ThT inhib -10%.
For C/C(=N\NC(=O)CNc1cccc(C(F)(F)F)c1)c1cccs1 the results were TR SRC2 fluor cs -1%, RECQ1 inh inactive, L3MBTL1 block -7%, TRb-SRC2 inh -4%, Tau fluor cs -20%, HTT cytoprotect -14%[10 µM], Tau FP inhib -7% and Tau ThT inhib -14%.
For CCc1ccccc1NC(=O)N1CCN(Cc2nc3ccc(C)cc3o2)CC1 the results were TR SRC2 fluor cs 0%, TRb-SRC2 inh 9%, Tau fluor cs -6%, Tau FP inhib 3% and Tau ThT inhib 0%.
`Cc1ccn2c(Nc3ccccc3C)c(-c3ccccc3)nc2c1` gave TR SRC2 fluor cs -3%, TRb-SRC2 inh 7%, Tau fluor cs -27%, Tau FP inhib inconclusive and Tau ThT inhib inconclusive.
O=C(O/N=C\c1ccc(N2CCCCC2)c([N+](=O)[O-])c1)c1ccc(Cl)cc1Cl was read as TR SRC2 fluor cs 0%, RECQ1 inh -8%, L3MBTL1 block -23%, TRb-SRC2 inh -7%, Tau fluor cs -25%, HTT cytoprotect 19%, Tau FP inhib -2% and Tau ThT inhib 5µM*.
CCN(CC)c1ccc([N+](=O)[O-])cc1C(=O)O was read as TR SRC2 fluor cs -2%, RECQ1 inh 1%, L3MBTL1 block 3%, TRb-SRC2 inh -3%, Tau fluor cs 6%, HTT cytoprotect -16%[10 µM], Tau FP inhib 5% and Tau ThT inhib 12%.
CN(C)S(=O)(=O)c1ccc(C(=O)Nc2c(C(=O)Nc3ccc(F)cc3)oc3ccccc23)cc1 was read as TR SRC2 fluor cs -1%, TRb-SRC2 inh -5%, Tau fluor cs inconclusive, Tau FP inhib inconclusive and Tau ThT inhib -4%.
`Cc1ccc(N(CC(=O)NN=C2CCN(C)CC2)S(=O)(=O)c2ccccc2)c(C)c1` gave TR SRC2 fluor cs 1%, RECQ1 inh -13%, L3MBTL1 block 33%[activator], TRb-SRC2 inh -15%, Tau fluor cs -4%, HTT cytoprotect 6%[10 µM], Tau FP inhib 3% and Tau ThT inhib 3%.
For CC1CCCN(CCCOc2ccc(Br)cc2Cl)C1 (stereo unspecified) the results were TR SRC2 fluor cs 0%, RECQ1 inh inactive, L3MBTL1 block 1%, TRb-SRC2 inh -5%, Tau fluor cs 3%, HTT cytoprotect -4%[10 µM], Tau FP inhib 6% and Tau ThT inhib 2%.
`CCC(C)N(C(=O)C(F)(F)F)C(C(=O)NC1CCCCC1)c1ccncc1` (stereo unspecified) gave TR SRC2 fluor cs 1%, RECQ1 inh -3%, L3MBTL1 block 1%, TRb-SRC2 inh -10%, Tau fluor cs -2%, HTT cytoprotect -12%[1.9 µM], Tau FP inhib -6% and Tau ThT inhib -1%.

Molecules listed so far that have a nitro group on carbon (two):
O=C(O/N=C\c1ccc(N2CCCCC2)c([N+](=O)[O-])c1)c1ccc(Cl)cc1Cl was read as TR SRC2 fluor cs 0%, RECQ1 inh -8%, L3MBTL1 block -23%, TRb-SRC2 inh -7%, Tau fluor cs -25%, HTT cytoprotect 19%, Tau FP inhib -2% and Tau ThT inhib 5µM*.
CCN(CC)c1ccc([N+](=O)[O-])cc1C(=O)O was read as TR SRC2 fluor cs -2%, RECQ1 inh 1%, L3MBTL1 block 3%, TRb-SRC2 inh -3%, Tau fluor cs 6%, HTT cytoprotect -16%[10 µM], Tau FP inhib 5% and Tau ThT inhib 12%.

Pulled by compound from the entries so far, two records:
For C/C(=N\NC(=O)CNc1cccc(C(F)(F)F)c1)c1cccs1 the results were TR SRC2 fluor cs -1%, RECQ1 inh inactive, L3MBTL1 block -7%, TRb-SRC2 inh -4%, Tau fluor cs -20%, HTT cytoprotect -14%[10 µM], Tau FP inhib -7% and Tau ThT inhib -14%.
CCN(CC)c1ccc([N+](=O)[O-])cc1C(=O)O was read as TR SRC2 fluor cs -2%, RECQ1 inh 1%, L3MBTL1 block 3%, TRb-SRC2 inh -3%, Tau fluor cs 6%, HTT cytoprotect -16%[10 µM], Tau FP inhib 5% and Tau ThT inhib 12%.

More results
Screening CCN1C(=O)CC(N2CCN(C(c3ccccc3)c3ccccc3)CC2)C1=O (stereo unspecified) returned TR SRC2 fluor cs -3%, RECQ1 inh -6%, L3MBTL1 block 0%, TRb-SRC2 inh 0%, Tau fluor cs -3%, HTT cytoprotect 4%[0.074 µM], Tau FP inhib 3% and Tau ThT inhib -13%.
Screening N/C(=N\OC(=O)CCCOc1ccccc1)c1ccc([N+](=O)[O-])cc1 returned TR SRC2 fluor cs -2%, RECQ1 inh inactive, L3MBTL1 block 0%, TRb-SRC2 inh 2%, Tau fluor cs -8%, HTT cytoprotect 5%, Tau FP inhib 9% and Tau ThT inhib inconclusive.
`Cc1nnc(NC(=O)CCC(=O)N2CCN(CCOc3cccc4ccccc34)CC2)s1` gave TR SRC2 fluor cs 4%, RECQ1 inh inactive, L3MBTL1 block 5%, TRb-SRC2 inh 3%, Tau fluor cs 7%, HTT cytoprotect -1%[10 µM], Tau FP inhib 2% and Tau ThT inhib 4%.
Screening CCCCC(=O)NCCNc1nc2c(c(=O)n(C)c(=O)n2C)n1Cc1ccccc1 returned TR SRC2 fluor cs 0%, RECQ1 inh inactive, L3MBTL1 block -12%, TRb-SRC2 inh -10%, Tau fluor cs -4%, HTT cytoprotect 7%, Tau FP inhib 2% and Tau ThT inhib -2%.
For COc1cc(C(=O)Nc2cccc(-c3nc4ccccc4o3)c2C)cc(OC)c1OC the results were TR SRC2 fluor cs 2%, RECQ1 inh -14%, L3MBTL1 block 7%, TRb-SRC2 inh -3%, Tau fluor cs -3%, HTT cytoprotect 5%, Tau FP inhib 7% and Tau ThT inhib 11%.
COCCNC(=O)CN1C(=O)COc2ccc(S(=O)(=O)N3CCOCC3)cc21 was read as TR SRC2 fluor cs 3%, TRb-SRC2 inh 2%, Tau fluor cs 4%, Tau FP inhib 4% and Tau ThT inhib 7%.
Screening c1coc(CNc2c3c(nc4ncnn24)CCC3)c1 returned TR SRC2 fluor cs 2%, RECQ1 inh -4%, L3MBTL1 block 30%[activator], TRb-SRC2 inh -22%, Tau fluor cs 2%, HTT cytoprotect 4%[10 µM], Tau FP inhib -1% and Tau ThT inhib -4%.
COc1cccc2c1OCC1COc3c(c(=O)n(C)c(=O)n3C)C21 (stereo unspecified) was read as TR SRC2 fluor cs -1%, RECQ1 inh -2%, TRb-SRC2 inh -4%, Tau fluor cs -9%, HTT cytoprotect -11%, Tau FP inhib 12% and Tau ThT inhib -8%.
For CCc1noc2c1/C(=N\O)CC(c1ccccc1)C2 (stereo unspecified) the results were TR SRC2 fluor cs -4%, RECQ1 inh -3%, TRb-SRC2 inh -7%, Tau fluor cs -5%, HTT cytoprotect -3%, Tau FP inhib -1% and Tau ThT inhib -7%.
Cn1cnnc1Sc1nc2c(c(=O)n(C)c(=O)n2C)n1Cc1ccccc1Cl was read as TR SRC2 fluor cs -2%, RECQ1 inh 0%, L3MBTL1 block -1%, TRb-SRC2 inh -2%, Tau fluor cs 4%, HTT cytoprotect 6%[10 µM], Tau FP inhib 5% and Tau ThT inhib -7%.
`CC1(C)Cc2ccccc2-c2nnc(-c3ccccc3)n21` gave TR SRC2 fluor cs -1%, RECQ1 inh -4%, TRb-SRC2 inh -7%, Tau fluor cs 4%, HTT cytoprotect 13%, Tau FP inhib 0% and Tau ThT inhib -10%.
For c1ccc2sc(N3CN(CCN4CCOCC4)CN(c4nc5ccccc5s4)C3)nc2c1 the results were TR SRC2 fluor cs 1%, RECQ1 inh inactive, L3MBTL1 block 6%, TRb-SRC2 inh 6%, Tau fluor cs -12%, HTT cytoprotect -18%[0.074 µM], Tau FP inhib -4% and Tau ThT inhib -3%.
`O=C(NC1CCCC1)c1ccc(COCC(F)(F)C(F)F)o1` gave TR SRC2 fluor cs 1%, RECQ1 inh -2%, TRb-SRC2 inh 3%, Tau fluor cs 1%, HTT cytoprotect -12%, Tau FP inhib 0% and Tau ThT inhib -1%.
Screening CC(=O)c1cccc(NC(=S)NCCc2ccc(F)cc2)c1 returned TR SRC2 fluor cs -3%, RECQ1 inh inactive, L3MBTL1 block 0%[11.4 µM], TRb-SRC2 inh -1%, Tau fluor cs -24%, HTT cytoprotect -23%, Tau FP inhib -14% and Tau ThT inhib 0%.
Screening Cc1ccc(S(=O)(=O)NC2CCC(C(=O)O)CC2)cc1 (stereo unspecified) returned TR SRC2 fluor cs 1%, RECQ1 inh -2%, TRb-SRC2 inh 8%, Tau fluor cs -9%, HTT cytoprotect 8%, Tau FP inhib 2% and Tau ThT inhib -1%.
